RAM inhibit = inhibitors of the yeast RAM network, primary screen, dse1pr::URA3 reporter, 5-FOA selection; S. cerevisiae dse1pr::URA3 reporter, 5-FOA growth OD615, 2 d; analog-sensitive cbk1-as2 kinase mutant strain; inhibition, % at 50 µM; actives 1.8% (n = 190,000);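 active means inhibition above a set limit, 3 SD over mean compound inhibition, cut at about 8.4% in these data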;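 further: 0% = DMSO-only wells with no growth and 100% = 10 µM 1-NA-PP1 full growth; inhibition rescues growth on 5-FOA so higher OD means more RAM inhibition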
TNAP inh hiacc = human TNAP enzyme inhibitors, primary screen, biochemical, luminescent, high phosphate acceptor level, uHTS | Alkaline phosphatase, tissue-nonspecific isozyme (Homo sapiens), P05186 | purified TNAP, CDP-star luminescence, 1 M DEA | inhibition, % at 20 µM | actives 0.03% (n = 200,000);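 active means over 50% inhibition of tissue-nonspecific alkaline phosphatase at 20 µM in the single-dose screen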;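 further: plate controls were DMSO wells for no effect and EDTA-quenched wells as full inhibition for full effect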
Target sequence (P05186 whole entry, looked up): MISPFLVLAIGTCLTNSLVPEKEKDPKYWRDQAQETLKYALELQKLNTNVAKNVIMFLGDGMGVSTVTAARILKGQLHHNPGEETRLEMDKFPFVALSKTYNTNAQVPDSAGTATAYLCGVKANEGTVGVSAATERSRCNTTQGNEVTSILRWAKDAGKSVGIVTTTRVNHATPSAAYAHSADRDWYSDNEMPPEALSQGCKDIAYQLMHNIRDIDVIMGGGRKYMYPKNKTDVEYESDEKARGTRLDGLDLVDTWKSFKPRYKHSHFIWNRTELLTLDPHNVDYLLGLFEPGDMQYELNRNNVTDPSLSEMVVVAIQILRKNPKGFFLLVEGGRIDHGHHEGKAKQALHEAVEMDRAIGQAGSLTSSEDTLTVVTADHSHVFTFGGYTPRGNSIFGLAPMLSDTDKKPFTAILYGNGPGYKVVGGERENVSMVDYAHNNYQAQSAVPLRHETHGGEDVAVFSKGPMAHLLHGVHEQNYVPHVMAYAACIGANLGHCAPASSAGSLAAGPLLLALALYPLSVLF
FLuc inh counter = firefly luciferase enzyme inhibitors, primary screen, artefact control for luciferase-based inhibitor screens, biochemical, luminescence, ATPLite. 10 min. Luciferin 4-monooxygenase (Photinus pyralis), P08659. actives 1.5% (n = 200,000). inhibition, % at 10 µM. AID 1006, 2008;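 active means inhibition above about 50% when tested at 10 µM, limit read from the data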
Target sequence (P08659 whole entry, looked up): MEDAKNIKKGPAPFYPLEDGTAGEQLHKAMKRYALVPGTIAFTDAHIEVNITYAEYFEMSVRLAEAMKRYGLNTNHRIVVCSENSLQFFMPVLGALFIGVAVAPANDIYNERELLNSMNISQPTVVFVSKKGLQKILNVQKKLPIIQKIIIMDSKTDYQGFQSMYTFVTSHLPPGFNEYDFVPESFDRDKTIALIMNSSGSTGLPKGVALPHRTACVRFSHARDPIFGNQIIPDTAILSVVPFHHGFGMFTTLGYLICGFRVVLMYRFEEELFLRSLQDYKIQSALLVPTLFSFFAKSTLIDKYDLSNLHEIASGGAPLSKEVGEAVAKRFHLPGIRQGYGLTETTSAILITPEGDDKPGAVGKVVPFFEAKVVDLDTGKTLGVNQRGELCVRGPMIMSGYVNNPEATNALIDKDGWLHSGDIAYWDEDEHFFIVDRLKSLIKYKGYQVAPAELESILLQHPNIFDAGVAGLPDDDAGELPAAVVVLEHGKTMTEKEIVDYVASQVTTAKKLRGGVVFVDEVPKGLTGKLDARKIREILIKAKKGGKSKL
APP 5UTR inh = inhibitors of APP translation via 5'UTR reporter, primary screen, APP 5'UTR luciferase, SH-SY5Y cells; SH-SY5Y APP 5'UTR-luciferase reporter, luminescence; inhibition, % at 2 µM; actives 0.82% (n = 190,000); AID 1285, 2008;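 active means inhibition above a set limit, derived from the sample mean plus 3 SD, cut at about 45% in these data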; further: values of inactives mirror those of a sister screen read the other way
bIAP activator = bovine intestinal alkaline phosphatase activators, primary screen, biochemical, bovine IAP, CDP-star luminescence; AID 1016, 2008; purified bovine IAP, 30 min; hits give high values; fold of DMSO-control signal, blank-subtracted; actives 0.17% (n = 200,000); activation factor at 20 µM; alkaline phosphatase, intestinal [Bos taurus];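 active means activation factor of 2 or more at 20 µM, a signal rise over negative controls twice the positive control's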
bIAP inhibitor = bovine intestinal alkaline phosphatase inhibitors, primary screen, selectivity assay for TNAP inhibitor project, biochemical, bovine IAP, CDP-star luminescence; alkaline phosphatase, intestinal [Bos taurus]; purified bovine IAP, 30 min; inhibition, % at 20 µM; 190,000 tested, under 10 active; AID 1019, 2008;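 active means over 50% inhibition of intestinal alkaline phosphatase at 20 µM in the single-dose screen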
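System: purified bovine intestinal alkaline phosphatase (IAP) enzyme; Input: IAP diluted 1/65,000,000 in the well; Measured by: CDP-star luminescence signal; Compound dosing: 20 µM single dose; Incubation: 30 min reaction at room temperature.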
FLuc stim CS = FLuc activators, initial screening, artefact control for FLuc-dependent activation tests, biochemical, ATPlite luminescence. activation factor at 10 µM. ATPlite luciferase biochemical, 10 min; 0 = ATP-free wells, 1 = DMSO control. 200,000 tested, under 10 active. Luciferin 4-monooxygenase (Photinus pyralis), P08659. AID 1027, 2008;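 active means luciferase activation factor, scaled between plate controls, of at least 2 with compound at 10 µM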
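System: cell-free luciferase reagent; medium: PBS as buffer for the ATP substrate; doses: test compounds dosed from 2 mM stocks in 100% DMSO; incubation: 10 min, room temperature; measured by: luminescence from luciferase reaction; read-out: luciferase activation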
L major viab = Leishmania major promastigote growth inhibition, primary screen; AID 1063, 2008; inhibition, % at 10 µM; actives 9% (n = 200,000); Leishmania major promastigotes, resazurin fluorescence viability; in the data active means inhibition above about 50%;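 further: promastigotes grown with compound for 44 hours at 28 °C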
TNAP act hi DEA = TNAP activators at high phosphate acceptor level, primary screen, biochemical, luminescence, uHTS | Alkaline phosphatase, tissue-nonspecific isozyme (Homo sapiens), P05186 | purified TNAP, CDP-star luminescence, 1 M DEA, 30 min; hits give high values; 0 = EDTA background, 1 = DMSO-only activity | activation factor at 20 µM | 200,000 tested, under 10 active | AID 1136, 2008;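 active means activation factor at least 2 at 20 µM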
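system = human TNAP | amount = enzyme diluted 1/800 final | reagent = 100 µM CDP-star substrate | signal = luminescent substrate turnover signal | dosing = one dose, 20 µM | benchmarks = EDTA negative control, DMSO positive control | measure = activation factor | timing = 30 min reaction, room temperature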
TNAP inh no acc = human TNAP enzyme inhibitors, primary screen, biochemical, luminescent, no phosphate acceptor, uHTS; Alkaline phosphatase, tissue-nonspecific isozyme (Homo sapiens), P05186; purified TNAP, CDP-star luminescence, 30 min; inhibition, % at 20 µM; actives 0.26% (n = 200,000); AID 1012, 2008;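 active means tissue-nonspecific alkaline phosphatase inhibition above about 50% at 20 µM in the single-dose screen, limit read from the data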;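 further: 0% = DMSO negative control and 100% = EDTA positive control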
Active calls of the source: *; · = no result given.

SMILES	RAM inhibit	TNAP inh hiacc	FLuc inh counter	APP 5UTR inh	bIAP activator	bIAP inhibitor	FLuc stim CS	L major viab	TNAP act hi DEA	TNAP inh no acc
CCCS(=O)(=O)N1CCN(S(=O)(=O)c2ccccc2)CC1	1.4	-3	-9	5	0.9	14	1.1	4	1	1
Cc1ccc(NC(=O)C(OC(=O)c2ccc(O)cc2)c2ccccc2)cc1Cl (stereo not given)	8.5*	-3	-8	6	1.2	-19	1.1	4	1	-8
c1ccc(Cn2c(Nn3cnnc3)nc3ccccc32)cc1	1.7	-4	-1	6	1	5	1	0	1	-11
Cc1nc(-c2cn[nH]c2-c2ccc(O)cc2O)cs1	0.1	-2	-9	0	0.9	8	1.1	-3	1	-2
COc1ccc(-c2nc3n(n2)C(=O)CC(c2ccco2)S3)cc1 (stereo not given)	3.5	0	-2	4	0.9	9	1	-5	1	76*
CCNC(=S)Nc1ccc(N2CCCCC2)cc1	1.1	1	2	-45	0.9	10	1	7	1	-2
CCOC(=O)N1CCN(C(=O)CSCc2ccc(C)cc2)CC1	1.9	-5	-11	-13	1	0	1.1	-5	1.1	-4
COc1ccc(C2=NN(CCC(=O)NCc3cccs3)C(=O)CC2)cc1	0.2	0	-5	7	0.7	31	1.1	4	1	-7
CN(C)C(CNC(=S)Nc1cccc(Cl)c1)c1cccnc1 (stereo not given)	1.6	-5	-7	11	1	-5	1.1	3	1.1	-12
CC1CCCC(C)N1/N=C/c1ccccc1OC(F)F (stereo not given)	-0.4	-2	0	-5	1	-4	1	-4	1	-6
COC(c1ccccc1)c1nnc(CCC(=O)N(C)CCOc2ccccc2)o1 (stereo not given)	1.4	-9	-4	-34	0.9	6	1	-6	1.1	-12
COc1cccc(C(=O)/C=C/c2ccc(N3CCCCC3)c([N+](=O)[O-])c2)c1	19*	10	31	3	1	2	0.7	31	0.9	-8
COc1ccc(Nc2cc(C)nc3ccccc23)cc1	0.7	2	-4	5	0.7	27	1	86*	1	-4
COc1cc(Nc2nc(-c3ccccc3)c3cc(C)ccc3n2)cc(OC)c1OC	-0.1	0	-4	-10	0.6	37	1	61*	1	26
COc1cccc(N(CC(=O)NCCSc2ccccn2)S(C)(=O)=O)c1	0.1	0	-10	-13	1	3	1.1	-8	1	0
CCC(C)(C)n1nnnc1C(c1cc2cccc(C)c2[nH]c1=O)N1CCCC1 (stereo not given)	-1.1	-8	-7	-12	0.9	8	1.1	1	1.1	-20
O=C(NCc1ccc(Cl)cc1)c1ccc(-c2ccccc2C(F)(F)F)o1	5.4	2	-5	-1	1.2	-15	1	-2	1	10
O/N=C1/CCc2cccc3cccc1c23	1.4	-1	-6	7	0.8	16	1.1	1	1	0
O=C(Nc1cccnc1)c1cccc(-c2cc3ccccc3oc2=O)c1	0.8	-2	0	-18	1	-3	1	-3	1	-3
O=C(O)C1C2C=CC(O2)C1C(=O)NCc1ccc2c(c1)OCO2 (stereo not given)	1.6	-6	-10	-28	0.8	17	1.1	-5	1.1	-9
O=C(Nc1ccccc1N1CCOCC1)c1cc(-c2ccco2)nc2ccccc12	6.0	-3	1	-6	0.9	10	1	2	1	-6
CN(C)c1cc[n+](CC(=O)Nc2ccc(Oc3ccccc3)cc2)cc1	2.2	-1	-5	13	1	-3	1.1	-5	1	-6
Clc1ccc(-c2cc(CSc3cccc(Cl)c3)on2)cc1	-1.1	-5	-6	·	0.7	34	1.1	-6	1.1	-9
COc1ccccc1NS(=O)(=O)c1ccc(NC(=O)c2ccncc2)cc1	0.6	-1	-3	-20	1.1	-5	1	-5	1	0
CCOC(=O)CN1CC23C=CC(O2)C(C(=O)Nc2cc(OC)ccc2OC)C3C1=O (stereo not given)	3.4	-5	-2	-15	1.1	-8	1	-8	1.1	6
(continued)
SMILES	RAM inhibit	TNAP inh hiacc	FLuc inh counter	APP 5UTR inh	bIAP activator	bIAP inhibitor	FLuc stim CS	L major viab	TNAP act hi DEA	TNAP inh no acc
COc1ccc(C(C(=O)NC2CCCCC2)N(C(=O)c2sc(C)nc2C)c2ccccc2C)cc1 (stereo not given)	0.9	-3	-1	-2	1	-2	1	0	1	-1
Cc1nc(CNS(=O)(=O)c2ccc3c(c2)OCCO3)cs1	0.9	-5	-4	-5	0.8	16	1	-4	1	-6
Cc1ccc2c(c1)NC(=O)C(CC(=O)NCCCN1CCN(C3CCCCC3)CC1)O2 (stereo not given)	0.6	-2	-4	-5	1	-1	1	-5	1	-4
CCOC(=O)c1c(NC(=O)COc2ncnc3ccccc23)sc(C)c1C	2.9	-35	-6	6	0.9	8	1.1	-3	1.4	-286
COCc1[nH]nc2c1C(c1ccccc1Cl)C(C#N)=C(N)O2 (stereo not given)	-0.1	-5	-3	-5	1.1	-13	1	8	1	10
Cc1c(NC(=O)c2ccco2)cccc1-c1nc2cccnc2s1	4.2	-4	12	5	0.9	6	0.9	0	1	6
CCOc1ccccc1N=C1NC(=O)CS1	-0.3	-2	-7	-20	0.9	9	1.1	-1	1	-7
Cc1cc(NC(=O)c2cccs2)n(-c2nc3ccccc3[nH]2)n1	4.7	-2	2	10	1.4	-35	1	4	1	-23
Cc1ccc(-c2cc(C(F)F)nc(N3CCOCC3)n2)cc1	0.0	-5	-6	13	1	0	1.1	-3	1.1	-5
CC(=O)c1ccc(NC(=O)CSC(=S)N2CCCC2)cc1	0.1	-9	3	-52	1	3	1	-5	1.1	-6
COc1cc(NC(C)C(=O)N2CC(C)OC(C)C2)cc(OC)c1 (stereo not given)	3.6	-4	-5	-6	0.9	9	1.1	14	1	-17
CCN1CCN(CCCNC(=O)C2CCCN(c3nnc(-n4cccc4)s3)C2)CC1 (stereo not given)	0.4	-4	0	5	1	-4	1	0	1	-9
Cn1cc(Br)c(C(=O)N2CCc3ccccc32)n1	-0.1	2	0	-14	1	-3	1	-2	1	-6
CCOC(=O)c1cnn(-c2cc(C)c3ccccc3n2)c1N	5.9	-9	5	-5	0.9	6	0.9	-1	1.1	-13
CC(C)(C)n1cnc2cc(NCc3cccs3)ccc21	0.0	-2	20	-28	1	0	0.8	9	1	-4
Cc1occc1-c1nnc(SCC(=O)Nc2ccccc2)n1C(C)c1ccccc1 (stereo not given)	0.0	-7	-4	0	1	-4	1	36	1.1	-16
CCC1Oc2ccc(C)cc2N(CC(=O)NCCCN2CCN(Cc3ccccc3)CC2)C1=O (stereo not given)	2.1	-6	-6	-2	1.1	-5	1.1	-4	1.1	-10
CCN(CC(=O)Nc1ccc2c(c1)OCCO2)C(=O)c1cccc(S(=O)(=O)N2CCOCC2)c1	0.2	-6	-7	-12	1	0	1.1	-9	1.1	-10
CCN(CC)c1ccc2cc(NC(=O)CCC(=O)O)c(=O)oc2c1	0.4	-13	43	52*	1.3	-30	0.6	-10	1.1	-25
CCCCSc1nnc(-c2ccc(C)cc2)o1	-0.4	2	50*	-115	1	4	0.5	-5	1	-4
CCC[n+]1c(C)sc2c(OC)ccc(OC)c21	0.4	-7	-6	0	1.1	-6	1.1	0	1.1	-9
COc1cccc(-n2nnc3c(=O)n(CC(=O)NC4CCCC4)cnc32)c1	2.3	-5	-3	4	0.9	7	1	-1	1	-13
Cc1ccccc1C(=O)Nc1nc(=S)ss1	1.1	-4	3	0	0.9	9	1	-7	1	-6
Cc1c(Cl)c(C(F)(F)F)nn1CC(=O)NCc1ccco1	1.4	-3	-2	15	1	4	1	5	1	-10
COc1ccc(-n2c(C)nc3c(cnn3-c3ccc(C)c(C)c3)c2=O)cc1	-0.2	-7	-7	-2	0.9	6	1.1	1	1.1	-12
O=C(NCC1CCCO1)c1ccc(N2CCCCC2)nc1 (stereo not given)	3.0	-2	2	-34	0.9	14	1	-3	1	-8
COc1ccc(CCNC(=O)COC(=O)/C=C/c2ccc(OC)c(OC)c2)cc1	4.3	-2	-4	-11	0.9	12	1	-2	1	-17
C=CCN1C(=O)C(Cc2ccccc2)S/C1=N/N=C/c1cccs1 (stereo not given)	8.3	-4	-7	2	0.8	18	1.1	-1	1	-11

10 compounds from above, sorted by formula weight, largest number first.
SMILES	RAM inhibit	TNAP inh hiacc	FLuc inh counter	APP 5UTR inh	bIAP activator	bIAP inhibitor	FLuc stim CS	L major viab	TNAP act hi DEA	TNAP inh no acc
COc1ccc(C(C(=O)NC2CCCCC2)N(C(=O)c2sc(C)nc2C)c2ccccc2C)cc1 (stereo not given)	0.9	-3	-1	-2	1	-2	1	0	1	-1
CCN(CC(=O)Nc1ccc2c(c1)OCCO2)C(=O)c1cccc(S(=O)(=O)N2CCOCC2)c1	0.2	-6	-7	-12	1	0	1.1	-9	1.1	-10
Cc1ccc(NC(=O)C(OC(=O)c2ccc(O)cc2)c2ccccc2)cc1Cl (stereo not given)	8.5*	-3	-8	6	1.2	-19	1.1	4	1	-8
COc1ccc(-n2c(C)nc3c(cnn3-c3ccc(C)c(C)c3)c2=O)cc1	-0.2	-7	-7	-2	0.9	6	1.1	1	1.1	-12
C=CCN1C(=O)C(Cc2ccccc2)S/C1=N/N=C/c1cccs1 (stereo not given)	8.3	-4	-7	2	0.8	18	1.1	-1	1	-11
CCCS(=O)(=O)N1CCN(S(=O)(=O)c2ccccc2)CC1	1.4	-3	-9	5	0.9	14	1.1	4	1	1
COc1ccc(-c2nc3n(n2)C(=O)CC(c2ccco2)S3)cc1 (stereo not given)	3.5	0	-2	4	0.9	9	1	-5	1	76*
c1ccc(Cn2c(Nn3cnnc3)nc3ccccc32)cc1	1.7	-4	-1	6	1	5	1	0	1	-11
CCOc1ccccc1N=C1NC(=O)CS1	-0.3	-2	-7	-20	0.9	9	1.1	-1	1	-7
O/N=C1/CCc2cccc3cccc1c23	1.4	-1	-6	7	0.8	16	1.1	1	1	0

Assay outcomes deposited in PubChem BioAssay by several laboratories.
